# Screens: PubChem, The Scripps Research Institute Molecular Screening Center
# TAAR1 ag: human TAAR1 agonism; CHO RD-HGA16 TAAR1, Fluo-8 calcium fluorescence; vehicle wells 0%, saturating PEA agonist 100%; activation, % at 3 µM; 360,000 tested, 0.99% active; AID 624467;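 active means activation above the mean activation of all test compounds in the run plus 3 SD, cut at about 38% in these data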
# Target sequence (Q96RJ0 whole entry, looked up): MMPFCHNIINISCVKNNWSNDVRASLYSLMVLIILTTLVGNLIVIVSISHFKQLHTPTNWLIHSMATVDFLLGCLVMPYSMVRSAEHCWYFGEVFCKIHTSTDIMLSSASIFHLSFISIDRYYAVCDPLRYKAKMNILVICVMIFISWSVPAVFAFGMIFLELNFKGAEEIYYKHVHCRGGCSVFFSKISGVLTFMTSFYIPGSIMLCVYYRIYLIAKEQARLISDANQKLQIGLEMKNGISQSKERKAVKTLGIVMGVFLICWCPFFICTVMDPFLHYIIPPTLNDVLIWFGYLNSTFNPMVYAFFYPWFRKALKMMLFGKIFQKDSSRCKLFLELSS
#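 Test system: RD-HGA16 (CHO) cells co-expressing Gα16 and hTAAR1; dosing: one-point dosing at 3 µM (nominal); timing: 17-24 h seeding, 75 min 37 °C dye, 30 min RT; signal: kinetic Fluo-8 calcium fluorescence; read-out basis: % activation relative to PEA EC100 response; controls: DMSO and PEA EC100; replicates: n 1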
# TAAR1 antag: antagonists of human TAAR1 | Q96RJ0 | CHO RD-HGA16 TAAR1, Fluo-8 calcium fluorescence, antagonist | inhibition, % at 3 µM | 360,000 tested, 1.5% active | AID 624466;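 active means inhibition above a per-plate cutoff, the mean inhibition of test compounds on that plate plus 3 SD, cut at about 49% in these data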;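 further: 0% = DMSO plus EC80 beta-PEA response and 100% = DMSO alone without agonist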
#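 Material: RD-HGA16 CHO cells with stable hTAAR1 and Gα16; Dosing: single nominal final test compound concentration of 3 µM; Schedule: seeding 17-24 h prior, 75-min 37 °C, 30-min RT dye loading; Detection: kinetic Fluo-8 calcium fluorescence measurement; Measure: % inhibition from peak post-agonist over basal fluorescence ratio; Benchmarks: vehicle and agonist controls.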
# M1 ag: activates human CHRM1 receptor; CHO-K1 hM1, Fluo-8 calcium fluorescence, agonist mode; 0% DMSO, 100% acetylcholine EC100; activation, % at 3 µM; 360,000 tested, 0.33% active; AID 588814;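 active means activation above the run's mean compound activation plus 3 SD, cut at about 16% in these data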;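 further: peak over basal fluorescence ratio within a 140 s kinetic read after compound addition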
# Target sequence (P11229 whole entry, looked up): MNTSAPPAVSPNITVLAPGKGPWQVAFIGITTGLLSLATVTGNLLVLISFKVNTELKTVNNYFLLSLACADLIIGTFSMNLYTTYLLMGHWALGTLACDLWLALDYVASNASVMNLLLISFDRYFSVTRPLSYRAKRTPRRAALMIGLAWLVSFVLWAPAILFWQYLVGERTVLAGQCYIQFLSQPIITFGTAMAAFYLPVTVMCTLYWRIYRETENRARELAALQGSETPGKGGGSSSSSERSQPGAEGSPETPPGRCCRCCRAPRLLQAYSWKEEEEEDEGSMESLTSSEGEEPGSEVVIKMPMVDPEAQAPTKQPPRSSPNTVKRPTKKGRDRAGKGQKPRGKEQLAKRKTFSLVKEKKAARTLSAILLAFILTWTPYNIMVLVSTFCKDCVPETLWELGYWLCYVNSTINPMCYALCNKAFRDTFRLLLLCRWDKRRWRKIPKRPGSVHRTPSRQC
# CHO-K1 Ca antag: counter-screen for M1 antagonists: effect in parental CHO-K1 cells. ATP-induced calcium, Fluo-8 fluorescence. inhibition, % at 3 µM. AID 602250. 360,000 tested, 0.6% active;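 active means inhibition above a per-plate cutoff, the plate's mean sample inhibition plus 3 SD, cut at about 24% in these data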;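 further: 0% = DMSO plus EC80 ATP and 100% = DMSO alone without ATP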
# CHO parental Ca: counter-screen for OX1R antagonists: effect in parental CHO cells | inhibition, % at 5.6 µM | parental CHO-K1, ATP-induced calcium, Fluo-8 fluorescence | 330,000 tested, 0.63% active;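 active means inhibition above that plate's mean sample inhibition plus 3 SD, cut at about 26% in these data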;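 further: 0% = ATP-challenged DMSO wells and 100% = DMSO wells without ATP; some compounds past the cut are filed as inactive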
#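 Material: parental CHO cells / Compound: single nominal dose of 5.6 µM per compound / Signal: Fluo-8 fluorescence / Replicates: singlicate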
# CHO-K1 Ca PAM: counter-screen for M1 PAMs: effect in parental CHO-K1 cells; ATP EC20, Fluo-8 calcium fluorescence; 0% at ATP EC20, 100% at ATP max; activation, % at 3 µM; 360,000 tested, 0.02% active; AID 602247;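 active means activation above the run cutoff, the mean activation of all test compounds plus 3 SD, cut at about 40% in these data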;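 further: peak over basal fluorescence ratio in a 140 s read after ATP addition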
# M1 antag: human CHRM1 antagonism; CHO-K1 hM1, Fluo-8 calcium fluorescence, ACh EC80 antagonist; inhibition, % at 3 µM; 360,000 tested, 1.3% active; AID 588852;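 active means percent inhibition above its own plate's cutoff, namely the mean of that plate's compound wells plus 3 SD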;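 further: peak over basal fluorescence ratio during 140 s after agonist addition; 0% = ACh EC80 plus DMSO and 100% = DMSO alone without agonist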
# OXTR potentiate: potentiators of human oxytocin receptor | P30559 | CHO-OTR cells, Fluo-8 calcium fluorescence, potentiator mode; 0% = oxytocin EC15, 100% = EC100 | activation, % at 3 µM | 320,000 tested, 0.061% active | AID 2445;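 active means activation above that plate's cutoff, the mean activation of tested compounds plus 3 SD, cut at about 6.6% in these data, passing the limit was not always enough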;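 further: 100% uses oxytocin at 75 nM as the full agonist control; some results filed as inactive read as strong as hits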
#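 Assay system: CHO-OTR cells, human receptor / Also added: oxytocin at about EC15, sub-maximal agonist stimulus / Dosing: single dose, 3.0 µM nominal final compound concentration / Incubation: 6 min pre-incubation, 100 s read / Technique: Fluo-8 calcium dye fluorescence / Read-out: % activation vs EC15 and EC100 oxytocin / Benchmarks: EC15 oxytocin low, 75 nM oxytocin high / Replicates: singlicate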
# M1 ag parental: counter-screen for M1 agonists: effect in parental CHO-K1 cells. 360,000 tested, 0.48% active. activation, % at 3 µM. Fluo-8 calcium fluorescence; scaled to maximal ATP response, vehicle zero; in the data active means activation above about 15%;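 further: untransfected CHO-K1 host cells lacking M1 receptor as counterscreen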
# Active calls of the source: *; nt = not tested or not shown.
SMILES,TAAR1 ag,TAAR1 antag,M1 ag,CHO-K1 Ca antag,CHO parental Ca,CHO-K1 Ca PAM,M1 antag,OXTR potentiate,M1 ag parental
O=C(O)c1ccc(CN2CCOCC2)o1,0,4,-6,-2,-8,14,5,6,0.7
Cc1cc(F)ccc1-c1cc(C(=O)NCc2cccs2)[nH]n1,4,7,-3,-19,nt,14,-9,nt,0.4
CCCS(=O)(=O)NC(=O)C1(C)CCCN(C(=O)c2c(-c3ccccc3)noc2C)C1 (configuration not stated),2,-4,-2,-6,nt,-6,-10,nt,0.5
Cc1ccc(/C(N)=N/OC(=O)c2cccc(F)c2)cc1,11,10,-3,-4,-4,-5,-7,-1,-0.1
Cc1c(C(C)(C)C)s/c(=N/S(=O)(=O)c2ccccc2)n1C,1,-18,-3,-10,-6,8,-8,-7,1.0
Cc1ccc([N+](=O)[O-])cc1S(=O)(=O)Nc1cccc(-c2ccc(N3CCCC3)nn2)c1,-2,-30,-8,-5,-20,-1,-1,-8,-0.8
O=C(c1ccc(CS(=O)(=O)c2c(Cl)cccc2Cl)o1)N1CCCC1,-1,-26,-4,-5,-1,1,-3,4,-0.2
COc1ccc(-c2nnc(C(C)Nc3cccc(C(=O)NC4CC4)c3)o2)cc1 (configuration not stated),0,-10,-4,-6,-7,-2,6,-5,0.2
CCOc1ccc2[nH]c(=O)c(CN(CCO)C(c3nnnn3C3CCCCC3)C(C)C)cc2c1 (configuration not stated),3,14,-4,-7,nt,-3,-7,nt,0.4
C=CCc1cc(C=O)cc(OCC)c1O,4,5,-9,-3,-2,11,-1,-5,-0.1
COc1ccc(C(=O)c2oc3nc(C)cc(C)c3c2N)cc1,1,-7,-1,-2,-6,3,-6,-4,0.4
O=C(CNS(=O)(=O)c1ccc(Br)s1)NCc1ccccc1,3,4,-1,-15,-19,14,-7,-8,0.6
O=C(NCc1ccc2c(c1)OCO2)c1cc(S(=O)(=O)N2CCCCC2)ccc1F,7,6,-6,-15,-23,22,-1,-10,2.7
O=C(/C=C/c1ccccc1[N+](=O)[O-])Nc1ccc(S(=O)(=O)Nc2ncccn2)cc1,1,-19,-2,4,8,-8,-7,0,0.0
CN(CC(=O)NCc1cccc(F)c1)C(=O)c1ccco1,6,-18,-1,-9,-6,-5,-9,1,0.5

# 6 compounds out of the list, arranged by number of heavy atoms, largest number first.
SMILES,TAAR1 ag,TAAR1 antag,M1 ag,CHO-K1 Ca antag,CHO parental Ca,CHO-K1 Ca PAM,M1 antag,OXTR potentiate,M1 ag parental
CCOc1ccc2[nH]c(=O)c(CN(CCO)C(c3nnnn3C3CCCCC3)C(C)C)cc2c1 (configuration not stated),3,14,-4,-7,nt,-3,-7,nt,0.4
CCCS(=O)(=O)NC(=O)C1(C)CCCN(C(=O)c2c(-c3ccccc3)noc2C)C1 (configuration not stated),2,-4,-2,-6,nt,-6,-10,nt,0.5
O=C(NCc1ccc2c(c1)OCO2)c1cc(S(=O)(=O)N2CCCCC2)ccc1F,7,6,-6,-15,-23,22,-1,-10,2.7
COc1ccc(-c2nnc(C(C)Nc3cccc(C(=O)NC4CC4)c3)o2)cc1 (configuration not stated),0,-10,-4,-6,-7,-2,6,-5,0.2
O=C(c1ccc(CS(=O)(=O)c2c(Cl)cccc2Cl)o1)N1CCCC1,-1,-26,-4,-5,-1,1,-3,4,-0.2
CN(CC(=O)NCc1cccc(F)c1)C(=O)c1ccco1,6,-18,-1,-9,-6,-5,-9,1,0.5

# Following part:
SMILES,TAAR1 ag,TAAR1 antag,M1 ag,CHO-K1 Ca antag,CHO parental Ca,CHO-K1 Ca PAM,M1 antag,OXTR potentiate,M1 ag parental
Cc1nnc(SCC(=O)c2cc(C)n(-c3ccc4c(c3)OCO4)c2C)s1,0,-4,-1,10,-7,8,3,-12,12
Cc1c(C(=O)NCC2CCCO2)oc2ccc(Br)cc12 (configuration not stated),2,-13,-3,-3,-27,3,0,2,0.0
O=[N+]([O-])c1cc(CN2CCCC2)ccc1Sc1ccc(Cl)cc1,20,-7,-15,-12,-18,10,8,-27,0.9
Cc1csc(NC(=O)c2cc([N+](=O)[O-])cc([N+](=O)[O-])c2)n1,7,0,0,7,3,-8,5,5,0.9
O=C(c1cc(COc2ccc(F)cc2Cl)on1)N1CCN(C2CCCCC2)C(=O)C1,5,37,2,17,4,-19,28*,-15,21*
Cc1cc(O)cc(=O)n1C,1,-22,-3,-22,19,31,-14,-1,0.5
Fc1ccc(NC(=S)Nc2ccccc2Cl)cc1,5,-7,-3,2,-7,12,-14,-3,0.1
O=C(Cn1c(=S)[nH]c2ncccc2c1=O)NCCc1ccccc1,5,-27,nt,nt,-6,nt,nt,0,nt
Cc1cc(S(=O)(=O)N2CCN(CC(=O)N(C)Cc3ccccc3)CC2)ccc1Br,2,-6,-6,-4,nt,-5,-16,nt,0.4
Cc1ccccc1-n1nnnc1SCC(=O)NCC1(N2CCOCC2)CCCCC1,5,9,-5,-2,-27,15,9,-3,3.9
Cc1ccccc1NC(=O)CC1C(=O)NCCN1C(=O)c1cccc(Cl)c1 (configuration not stated),0,3,-1,9,-7,-1,6,-5,-0.1
CC1CCN(CCOc2ccccc2-c2ccccc2)CC1,6,-10,-10,-18,-14,24,-12,6,1.4
COc1ccc(CC(=O)NCC2CCCN(Cc3ccc(OC(F)(F)F)cc3)C2)cc1 (configuration not stated),4,-31,-6,-5,-25,14,-9,-6,3.7
CC1(C)NC(=O)N(CCCCOc2cccc(C(F)(F)F)c2)C1=O,9,7,0,4,-14,-2,10,-7,1.4
O=C(CSc1ccccc1)Nc1ccccc1N1CCOCC1,5,10,-5,-1,-17,15,-6,-12,1.6
CC1CN(CC(=O)NCc2ccc(F)cc2)CC(C)O1 (configuration not stated),2,4,1,-5,-24,15,-8,-6,0.4
COc1ccc(OC)c(CCNC(=O)c2ccc3c(=O)[nH]c4c(C(=O)NC(C)C)sc(=S)n4c3c2)c1,7,4,1,-6,-5,-9,1,-6,0.5
O=C(Cc1ccccc1)Nc1ccc(CN2CCOCC2)cc1,3,-8,-7,-6,-2,9,-6,0,0.4
Cc1ccc(NCN2C(=O)c3ccccc3C2=O)cc1Cl,1,0,-1,-3,nt,33,-13,nt,0.6
COC(=O)c1sc2ccccc2c1-n1cccc1C(=O)C(=O)Nc1ccc(Cl)cc1,-2,-7,-3,-9,-5,4,-2,-9,-0.2
CCOC(=O)C(=O)Nc1ccc(Oc2ccccc2)cc1,1,36,-7,8,2,7,5,-6,4.5
N/C(CSc1ccccn1)=N\OCc1c(Cl)cccc1Cl,2,-21,-3,-8,-27,11,-1,3,2.4
COc1cc(C(=O)NCCNc2nc3ccc(C)cc3cc2C#N)cc(OC)c1OC,5,2,-3,-13,-25,12,-29,5,0.1
C=CCNC(=S)N1CCC(C(=O)c2ccc(Cl)cc2)CC1,3,7,2,6,2,-19,-7,-6,2.5
O=C(/C=C/c1cccs1)Nc1nccs1,3,5,-3,-11,-5,9,-13,-1,0.2
Cc1ccc(S(=O)(=O)N(C)Cc2ccc(C(=O)N/N=C3\CC(=O)CC(C)(C)C3)cc2)cc1,0,-14,-10,-11,-5,24,-16,-5,0.5
CN(C)C(CNC(=O)c1ccc2nc[nH]c2c1)c1ccccc1 (configuration not stated),3,5,-6,-10,-28,7,-4,-9,0.2
CCNC(=S)NCC,2,-7,-4,-18,nt,17,-2,nt,0.5
CCOC(=O)C1CCN(C(=O)Cc2c(C(=O)O)n(CC)c3ccccc23)CC1,7,1,14,-13,-3,11,-12,-1,0.5
CN(C)c1ccc(/C=N/NC(=O)CN(c2ccccc2Cl)S(C)(=O)=O)cc1Br,1,5,-5,-9,-17,13,-4,-9,0.4
C=C(C)[C@@H]1CC=C(CO)CC1,1,-20,0,-1,nt,13,-20,nt,2.0
COc1cccc(/C=C/C(=O)Nc2ccccc2N2CCOCC2)c1,4,-3,-4,-8,-15,7,24,6,11
COc1ccc2[nH]c(C(=O)N(Cc3ccccn3)Cc3ccccn3)cc2c1,13,-12,-5,-13,-28,13,-20,1,1.1
CCN(CC)S(=O)(=O)c1ccc(Cl)c(NC(=O)c2cc(Cl)ccc2Cl)c1,-1,-31,-3,-13,-9,17,-10,-5,0.5
COC(=O)c1sc(NC(=S)NC(=O)c2ccc(F)cc2)nc1C,5,11,nt,nt,1,nt,nt,-2,nt
Cc1c(NC(=O)c2cc3c(s2)-c2ccccc2OC3)cccc1[N+](=O)[O-],10,26,-5,0,6,16,13,-8,5.2
CC(=O)N1CCN(S(=O)(=O)c2cccc(C(=O)OCC(=O)N(CCC#N)c3ccc(F)cc3)c2)CC1,6,-8,-5,-14,-4,-4,-12,-3,0.6
Cc1ccc([C@@H]2C[C@H]3[C@@H](CN2S(=O)(=O)c2ccc(Cl)cc2)C(=O)C[C@@H](c2ccccc2F)N3S(=O)(=O)c2ccc(C)cc2)cc1,6,-18,-1,1,nt,-9,11,nt,0.3
Cc1ccc(C(c2nnnn2CS(=O)(=O)c2ccc(C)cc2)N2CCN(c3ncccn3)CC2)cc1 (configuration not stated),5,-8,-4,-12,-6,13,-21,-17,0.3
COc1ccc(C(=O)N2CCN(c3ccc(C)cc3C)CC2)cc1OC,2,-20,-2,-9,-14,-4,-18,-6,1.0
COc1cc(NC(=O)COC(=O)c2cnc(C)cn2)c(C)cc1[N+](=O)[O-],4,-9,-6,4,-5,8,-14,-9,1.8
